Tb PYK inh = blocks Trypanosoma brucei pyruvate kinase | Q57TT1 | TbPYK enzyme, Kinase-Glo Plus ATP luminescence, 45 min | Potency, µM (series often up to 76.8 µM), without a hit: at the highest dose activity, negative = inhibition, actives largely listed as inhibitors | hit rate 0.12% among 410,000 | AID 624173; active = well fitted inhibition curve with a large enough effect; note: nearly all actives have a fitted effect of over 50% in size
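Quantitative HTS: titrated library compounds versus trypanosomal pyruvate kinase in TEA buffer (pH 7.2) containing KCl, MgCl2, BSA and Tween-20. Reactions were initiated with ADP, 130 uM final. Kinase-Glo Plus luminescence was read after 45 min at RT.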
* hit, by the source's call; [ ] = another dose, or the depositor's remark. % is set by controls: 0 for no effect and ±100 for the full control effect; potency is the fitted concentration of half-maximal effect. An excerpt; rates above refer to the full screens.

SMILES	Tb PYK inh
OCC[C@@H]1C[C@H](O)[C@@H](O)[C@@]2(OCc3cc(Cl)ccc32)O1	-5%
Fc1ccc(-c2nc(Nc3cccc(C(F)(F)F)c3)nc3c2COc2ccccc2-3)cc1	2%
COc1ccccc1N1CCN(C(=O)c2ccc3c(c2)N(Cc2cc(C)ccc2C)C(=O)c2ccccc2S3(=O)=O)CC1	7%
Cc1cc(C)c(C(O)c2ncc(-c3ccccc3C)[nH]2)c(C)c1 (stereo unspecified)	5%
Cc1nn2c(=O)cc(COC(=O)c3ccccc3NC(=O)C(C)C)nc2s1	7%
CCOc1ccccc1NC(=O)CSc1c2c(nc3ccc(Cl)cc13)CCCC2	-4%
O=C(Cn1cc(C(=O)C(F)(F)F)c2ccccc21)N1CCCCCC1	-3%
COc1ccccc1N1CCN(C(=O)c2[nH]c(C(F)(F)F)nc2-c2ccccc2)CC1	-2%
NC(CCc1ccccc1)c1csc(Nc2ccc(C(F)(F)F)cn2)n1 (stereo unspecified)	10%
CCCCCCOc1ccc(C2C(=O)N(C3CCCCC3)CC(=O)N2C2CCCCC2)cc1 (stereo unspecified)	-12%
COc1cc2[nH]c(=O)n(CCCC(=O)NCc3ccc(Cl)cc3)c(=O)c2cc1OC	0%
O=C(c1ccc2c(c1)N(Cc1ccc(F)cc1)C(=O)c1ccccc1S2)N1CCC2(CC1)OCCO2	7%
CN(C)CCNC(=O)c1cccc(-c2cnc3c(NC=O)cc(/C=C/c4ccccc4)cn23)c1	5%
COCCn1c(=O)c(-c2ccccc2)nc2cnc(OCc3ccccc3)nc21	1%
Cc1c(Cl)cccc1Nc1nn2c(=O)c3ccc(C(=O)NCCc4ccccc4)cc3nc2s1	-3%
CCOC(=O)C1CCN(C(=O)c2sc3ncn(CC(=O)N4CCCCC4)c(=O)c3c2C)CC1	-7%
Cc1cc(CN(Nc2ccccc2)c2ccccc2)cc(C)n1	-3%
CCC(CC)C(=O)N(C)c1c(C)nc2c(OCC=C(C)C)cccn12	-4%
O=C(Nc1ccc(F)c(Cl)c1)c1cc(S(=O)(=O)N2CCc3ccccc3C2)ccc1F	2%
Cc1ccc(NC(=O)CCS(=O)(=O)c2ccc3c(c2)oc(=O)n3C)c(Br)c1	-8%
CCN(CC)c1nc(-c2ccccc2Cl)c2cc(Br)ccc2n1	4%
CCc1ccc(-n2c(=O)c3sc4ccccc4c3n(CC(=O)N3CCCC3)c2=O)cc1	3%
CCOC(=O)c1ccc(NC(=O)CSc2nc3c(c(=O)[nH]2)CN(Cc2ccccc2)CC3)cc1	-7%
Cc1ccc(C)c(NC(=O)Cn2cc(C(=O)c3cccs3)c3ccccc32)c1	-1%
CC(C)Cc1ccc(S(=O)(=O)NCc2nc3cccnc3n2Cc2ccccc2)cc1	3%

The results go on:
SMILES	Tb PYK inh
CCOC(=O)C1=C(CN2CCN(c3ccc(OC)cc3)CC2)NC(=O)NC1c1ccc(OC)cc1 (stereo unspecified)	-2%
CCOc1cc(-c2nnc(SCC(=O)NCCCOC)nc2-c2ccc(OC)c(OCC)c2)ccc1OC	-4%
CCn1cc(C(=O)NCc2ccccc2Cl)c(=O)c2cc(S(=O)(=O)N3CCCCC3)ccc21	-4%
O=C(NCCc1csc(-c2ccc(C(F)(F)F)cc2)n1)C(=O)Nc1cc(F)ccc1F	2%
CCC(=O)N1CCc2cc(S(=O)(=O)NCCC(=O)Nc3ccc(CC)cc3)ccc21	2%
O=C1CN(C(=O)c2ccc(S(=O)(=O)N3CCCC3)cc2)C(c2ccc(F)cc2)c2cc(F)ccc2N1 (stereo unspecified)	4%
CC(=O)c1cccc(NC(=O)c2noc3c2CC(C)CC3)c1 (stereo unspecified)	-3%
CCC(C)NC(=O)CSc1nc2n[nH]c(C)c2c(=N)n1-c1ccc(C)c(Cl)c1 (stereo unspecified)	4%
Cc1ccc(Cl)cc1N1CCN(C(=O)C2CCN(S(=O)(=O)c3cccc4nonc34)CC2)CC1	3%
C(=C\c1ccccc1)/CN1CCN(C(c2cccc3ccccc23)c2nnnn2C2CCCC2)CC1 (stereo unspecified)	-11%
O=C(Nc1cccc(F)c1)N1CC2(CCN(C(=O)Oc3ccccc3)CC2)C1	-9%
O=C1NC(c2ccc3ccccc3c2)Nc2ccccc21 (stereo unspecified)	-16%
COc1ccc(CCNC(=O)C(=O)NCC(c2ccc3c(c2)OCO3)N2CCOCC2)cc1OC (stereo unspecified)	0%
Nc1nc2c(ncn2[C@@H]2O[C@H](CNCc3ccc(OCCCN4CCOCC4)cc3)[C@@H](O)[C@H]2O)c(=O)[nH]1	-2%
CCCCSCCCNC(=O)CN1C(=O)COc2ccc(S(=O)(=O)N3CCC(C)CC3)cc21	-3%
COc1ccc(NC(=O)c2nc[nH]c2C(=O)N(C)CCO)cc1	-2%
Cc1cc(-c2ccc(C)c(S(=O)(=O)N3CCN(c4cccc(C(F)(F)F)c4)CC3)c2)on1	-3%[15.4 µM]
CCOc1ccc(CCN2C(=O)C(=O)N([C@@H](CC(C)C)CN3CCC[C@H]3CN3C(=O)C(=O)NC[C@@H]3Cc3ccccc3)C[C@@H]2CC(C)C)cc1	0%
O=C1NC[C@@H](Cc2ccc(O)cc2)N(CCc2cc(C(F)(F)F)cc(C(F)(F)F)c2)C1=O	-9%
CCCN(C)C1CN(Cc2cn(Cc3ccc(C(F)(F)F)cc3)nn2)S(=O)(=O)C1 (stereo unspecified)	-1%
C[C@@H]1CN([C@H](C)CO)C(=O)CCCn2nncc2CO[C@@H]1CN(C)S(=O)(=O)c1ccc(C#N)cc1	-5%
COc1cc(OC)cc(C(=O)NNC(=O)C2CCC2)c1	3%
CCOC(=O)c1ccc(NC(=O)Cn2c3ncccc3c(=O)n2-c2ccc(C)c(C)c2)cc1	-2%
Cc1ccc(Cc2c(-c3ccc(F)cc3)nc3ccc(Cl)cn23)cc1	5%
CN(C)CCNC(=O)Cn1nc(N2CCN(c3ccccc3)CC2)ccc1=O	-1%

Structures listed so far with bromine, in the order listed:
SMILES	Tb PYK inh
Cc1ccc(NC(=O)CCS(=O)(=O)c2ccc3c(c2)oc(=O)n3C)c(Br)c1	-8%
CCN(CC)c1nc(-c2ccccc2Cl)c2cc(Br)ccc2n1	4%

The list continues:
SMILES	Tb PYK inh
CCOC(=O)c1c(NC(=O)C(C)Sc2cn(CCNC(=O)c3ccc(OCC)cc3)c3ccccc23)sc2c1CCC2 (stereo unspecified)	-9%
CC(=O)c1ccc(NC(=O)CCn2nc(C)c(S(=O)(=O)N3CCC(C)CC3)c2C)cc1	4%
COc1cc(OC)cc(-n2c(=O)c3ccccc3n(Cc3ccccc3C#N)c2=O)c1	3%
CCOc1ccccc1-n1c(N)c(C(=O)OC)c2nc3ccccc3nc21	2%
CCOC(=O)c1c(NC(=O)COc2cc(C)ccc2C(C)C)sc2c1CCCC2	-22%
C[C@H]1[C@@H]2Cc3ccc(O)cc3[C@]1(C)CCN2CCc1ccccc1	-5%[157 µM]
Cc1nc(CC(=O)Nc2ccc(C(N)=O)cc2)cs1	-1%
CCCCNC(=O)CCCn1c(=O)c2ccccc2n(Cc2ccc(Cl)cc2)c1=O	17%
Cc1ccccc1CN1c2ccccc2S(=O)(=O)c2ccccc21	-4%
COc1ccc(OC)c(NC(=O)C2(C)CCN2C(=O)C2(c3ccccc3)CCCC2)c1 (stereo unspecified)	1%
Cc1ccc(Cl)cc1N1CCN(C(=O)CCSCc2ccccc2F)CC1	2%
Cc1ccc(NC(=O)CN2C(=O)CSc3ccc(S(=O)(=O)N4CCCC4)cc32)c(C)c1	-3%
COc1ccc(-c2cc(C(=O)Oc3cccc(C)c3)c3ccccc3n2)cc1	-6%
Cc1ccc(N(CC(=O)Nc2ccc(Br)cc2)S(=O)(=O)c2cccs2)cc1	-1%
Cc1ccc(CN(Cc2ccco2)C(=O)COc2cccc(C)c2C)o1	-5%
CCc1ccccc1NCc1nnc2n1CCCCC2	-2%
CCn1c2ccccc2c2cc(NC(=O)COc3cccc(C)c3)ccc21	5%
CCOc1ccc(-c2cc3nc(C4CCN(C(=O)OC(C)(C)C)CC4)c(C(=O)Nc4ccc(C)cc4C)cn3n2)cc1	-17%
CCOc1ccc(Cl)cc1Nc1nc(NCCO)nc(N2CCCC2)n1	1%
Cc1cc(C)cc(C(O)c2ncc(-c3ccc(C(F)(F)F)cc3)[nH]2)c1 (stereo unspecified)	2%
Cc1cccc(CSCCNC(=O)C2CCN(S(=O)(=O)Cc3ccccc3)CC2)c1	3%
CN(C(=O)Cn1cnc2onc(-c3ccc(F)cc3)c2c1=O)c1ccccc1Cl	-6%
Cc1cc(C)n(-c2nnc(Nc3ccc(C)c(C)c3)c3ccccc23)n1	-12%
CCOc1ccc(C(=O)Nc2cccc(NC(=O)c3ccco3)c2)cc1Cl	-8%
O=C(NCc1cc(C(F)(F)F)cc(C(F)(F)F)c1)c1cc(-c2cc(F)ccc2OCC2CCCO2)n[nH]1 (stereo unspecified)	8%

Further compounds
SMILES	Tb PYK inh
C[C@@H]1CN([C@H](C)CO)C(=O)CCCn2nncc2CO[C@H]1CN(C)S(=O)(=O)c1ccc2c(c1)OCCCO2	4%
COc1ccc(C2c3c(-c4ccc(F)cc4)n[nH]c3C(=O)N2c2ccccc2)cc1OC (stereo unspecified)	1%
c1ccc(OCCNc2ccn3nc(-c4ccc(OCCN5CCOCC5)cc4)cc3n2)cc1	0%
CC(=O)N1c2ccc(S(=O)(=O)N3CCC(C(=O)Nc4cccc(Cl)c4C)CC3)cc2CC1C (stereo unspecified)	3%
CCc1nc2ccc(C(=O)NCc3ccccc3OC)cn2c1N(C)C(=O)Cc1ccccc1	-1%
Cc1nc2ccn(Cc3cccs3)c(=O)c2cc1C(=O)N1CCN(c2ccccc2F)CC1	-5%
COc1cccc(Nc2nc(C(N)CC(C)C)cs2)n1 (stereo unspecified)	-2%
CCc1ccc(C2=NN(CCC(=O)NCCc3ccc(OC)c(OC)c3)C(=O)CC2)cc1	-8%
CC(C)c1nnc(N2C(=O)c3oc4ccccc4c(=O)c3C2c2cccc(O)c2)s1 (stereo unspecified)	-6%
CC(C)(C)c1ccc(C(=O)N2CCN(Cc3cc(=O)n4nc(-c5ccccc5F)sc4n3)CC2)cc1	0%
O=C(CCCCn1c(=O)c2ccccc2n(CC(=O)Nc2ccccc2)c1=O)NCc1ccccc1Cl	-4%
Cc1cccc(-c2nc(SCCCOc3ccccc3Cl)n3[nH]c(=O)cc3n2)c1	-1%
Cc1cccn2c(=O)c3cc(C#N)c(=O)n(-c4nnc(SCc5ccc(Cl)cc5)s4)c3nc12	-2%
CCc1c(C)sc(NC(=O)C2c3ccccc3Oc3ccccc32)c1C(=O)OC(C)C	-9%
COc1ccc(NC(=O)CCc2c(C)nc3c(c2C)c(=O)n(C)c(=O)n3C)c(OC)c1	1%
Cc1ccccc1C(=O)Nc1cccc(OCc2cc(=O)n3cccc(C)c3n2)c1	-12%
CC1CCN(C(=O)c2ncn3c2c(=O)[nH]c2ccc(Br)cc23)CC1	1%
COC(=O)c1c(NC(=O)c2ccc(S(=O)(=O)N3CCCCC3)cc2)sc2c1CCN(C)C2	3%
COc1ccccc1CNC(=O)c1ccc2c(c1)nnn2C1CCCC1	-3%
COc1cccc(NC(=O)Cn2cc(C(=O)C3CCCCC3)c3ccccc32)c1	4%
CCOc1ccccc1-c1cc(NC)ncn1	6%
Cc1cccc(NS(=O)(=O)c2ccc(S(=O)(=O)N3CCCC3)cc2)c1	4%
O=S(=O)(Nc1nc2ccccc2nc1Nc1ccccc1Br)c1ccccc1	0%
COc1cc(-c2noc(-c3ccc(NCc4ccccc4)c([N+](=O)[O-])c3)n2)cc(OC)c1OC	-4%
O=C(c1ccc(CS(=O)c2ccccc2Cl)o1)N1CCN(c2ccccc2F)CC1 (stereo unspecified)	0%

(continued)
SMILES	Tb PYK inh
COc1ccc(-c2cnc3c(c2)C(=O)N([C@H](C)CO)C[C@@H](C)[C@H](CN(C)Cc2ccccc2)O3)cc1	-7%
Cc1cc(C)cc(NC(=O)Cc2csc(COc3cccc(C)c3)n2)c1	0%
COc1ccc(C)c2sc(NC(=O)c3ccc(S(=O)(=O)N4CCOCC4)cc3)nc12	-2%
O=C1COc2cc(S(=O)(=O)CCC(=O)N3CCN(c4cccc(Cl)c4)CC3)c(Cl)cc2N1	2%
COCCn1c(=O)c(-c2ccc(OC)cc2)nc2cnc(Oc3cccc(Cl)c3)nc21	3%
COc1ccccc1C(=O)Nc1ccccc1OCc1cc(=O)n2ccccc2n1	-9%
Cc1ccc(-n2nc(C(=O)N(C)c3ccccc3Cl)c3c4ccccc4n(C)c3c2=O)cc1	1%
Cc1ccccc1OCCCCn1nnc2sc3c(c2c1=O)CCC(C)C3 (stereo unspecified)	6%

By substructure: the entries above containing an NH in an aromatic ring (twelve)
SMILES	Tb PYK inh
Cc1cc(C)c(C(O)c2ncc(-c3ccccc3C)[nH]2)c(C)c1 (stereo unspecified)	5%
COc1ccccc1N1CCN(C(=O)c2[nH]c(C(F)(F)F)nc2-c2ccccc2)CC1	-2%
COc1cc2[nH]c(=O)n(CCCC(=O)NCc3ccc(Cl)cc3)c(=O)c2cc1OC	0%
CCOC(=O)c1ccc(NC(=O)CSc2nc3c(c(=O)[nH]2)CN(Cc2ccccc2)CC3)cc1	-7%
CCC(C)NC(=O)CSc1nc2n[nH]c(C)c2c(=N)n1-c1ccc(C)c(Cl)c1 (stereo unspecified)	4%
Nc1nc2c(ncn2[C@@H]2O[C@H](CNCc3ccc(OCCCN4CCOCC4)cc3)[C@@H](O)[C@H]2O)c(=O)[nH]1	-2%
COc1ccc(NC(=O)c2nc[nH]c2C(=O)N(C)CCO)cc1	-2%
Cc1cc(C)cc(C(O)c2ncc(-c3ccc(C(F)(F)F)cc3)[nH]2)c1 (stereo unspecified)	2%
O=C(NCc1cc(C(F)(F)F)cc(C(F)(F)F)c1)c1cc(-c2cc(F)ccc2OCC2CCCO2)n[nH]1 (stereo unspecified)	8%
COc1ccc(C2c3c(-c4ccc(F)cc4)n[nH]c3C(=O)N2c2ccccc2)cc1OC (stereo unspecified)	1%
Cc1cccc(-c2nc(SCCCOc3ccccc3Cl)n3[nH]c(=O)cc3n2)c1	-1%
CC1CCN(C(=O)c2ncn3c2c(=O)[nH]c2ccc(Br)cc23)CC1	1%

Source: PubChem BioAssay
